MT1-MMP act inh: MT1-MMP (human) activation inhibition. HT1080 RFP-PRO-GFP cells, GFP/RFP ratio fluorescence, overnight; percent of plate control window, DMSO zero. AID 651647. 360,000 tested, 0.061% active. GFP/RFP ratio change, % at 20 µM;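 active means GFP/RFP ratio change of at least 30% with cell ATP level not reduced by more than half and red fluorescence within 50% of control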; further: strong numbers were not always called active
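Assay system: HT1080 cells carrying an RFP-PRO-GFP reporter | Dosing: Single dose of 20 µM compound, 1% DMSO final | Incubation: Cells overnight before dosing, compound overnight, 37 °C, 5% CO2 | Evaluation: GFP/RFP fluorescence ratio | Control set: DMSO and RFP-L50D-GFP cell wells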
CendR NRP1 mod: NRP-1/CendR interaction modulation; O14786; FAM-RPARPAR peptide binding to NRP-1, fluorescence polarization; inhibition, % at 25 µM; 360,000 tested, 0.85% active;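 active means inhibition or corrected inhibition above about 18%, plus a signal ratio from 0.5 to 1.5, limit read from the data, passing the limit was not always enough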; further: strong numbers were not always called active
PABP1 MLLE inh: inhibitors of microRNA-mediated deadenylation, human PABP1 MLLE binding; GST-MLLE / FITC-PAM2 fluorescence polarization; inhibition, % at 20 µM; 360,000 tested, 0.36% active; AID 588489; in the data active means inhibition above about 35%, passing the limit was not always enough;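 further: plate controls were DMSO wells with GST-MLLE for no effect and wells lacking GST-MLLE protein for full effect; some results filed as inactive read as strong as hits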
Target sequence (P11940 whole entry, looked up): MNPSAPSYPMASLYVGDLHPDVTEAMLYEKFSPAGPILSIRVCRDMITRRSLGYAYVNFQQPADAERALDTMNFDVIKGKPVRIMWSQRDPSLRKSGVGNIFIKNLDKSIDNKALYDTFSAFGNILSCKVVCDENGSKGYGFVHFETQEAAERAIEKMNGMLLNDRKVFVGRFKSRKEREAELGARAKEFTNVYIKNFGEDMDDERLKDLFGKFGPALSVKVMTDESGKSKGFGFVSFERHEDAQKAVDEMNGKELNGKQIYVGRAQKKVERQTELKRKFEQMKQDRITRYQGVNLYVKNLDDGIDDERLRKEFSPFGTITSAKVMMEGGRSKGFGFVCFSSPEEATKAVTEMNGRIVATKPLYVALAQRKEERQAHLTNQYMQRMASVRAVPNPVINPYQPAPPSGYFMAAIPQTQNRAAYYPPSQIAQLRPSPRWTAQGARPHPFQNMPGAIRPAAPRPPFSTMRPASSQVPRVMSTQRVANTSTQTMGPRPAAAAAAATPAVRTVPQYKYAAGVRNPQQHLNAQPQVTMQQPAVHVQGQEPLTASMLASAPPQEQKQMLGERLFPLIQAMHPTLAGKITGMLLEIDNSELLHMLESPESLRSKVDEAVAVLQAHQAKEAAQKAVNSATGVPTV
FAS TE block: inhibitors of human fatty acid synthase thioesterase domain; P49327; recombinant FAS-TE, OMFH fluorogenic substrate, fluorescence endpoint; inhibition, % at 15 µM; 360,000 tested, 0.67% active; AID 602261;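 active means compounds whose normalised, plate-corrected inhibition of enzyme fluorescence in the single-dose primary screen is 50% or more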;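 further: 0% = DMSO with enzyme and 100% = substrate without enzyme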
Neddyl block: blocks human cullin neddylation; TR-FRET cullin neddylation, biochemical; AID 651699; P61081+Q13564; calls only at 25 µM; 360,000 tested, 0.58% active; in the data active means inhibition above about 36%
Rin1-Abl PPI inh: inhibitors of human Rin1-Abl protein interaction; AID 588664; inhibition, % at 7.35 µM; 360,000 tested, 0.4% active; TR-FRET Rin1/Abl binding, biochemical; in the data active means inhibition above about 5%, passing the limit was not always enough
eLon inh: E. coli protease La inhibition; purified E. coli Lon protease, fluorescence polarization; inhibition, % at 7.94 µM; 360,000 tested, 0.42% active; AID 602123; in the data active means inhibition above about 13%, passing the limit was not always enough;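 further: 0% = enzyme with probe and DMSO and 100% = no enzyme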
SKN-1 inh: blocks SKN-1 activity in C. elegans; C. elegans VP596 Pgst-4::GFP/RFP ratio, acrylamide-induced, 24 h; inhibition, % at 21.8 µM; 360,000 tested, 0.49% active;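 active means interference check ratio from 0.5 to 1.5 plus GFP to RFP signal ratio inhibition reaching or exceeding a fixed threshold, cut at about 30% in these data, passing the limit was not always enough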; further: some compounds called inactive have numbers as strong as hits
MsrA act: bovine methionine sulfoxide reductase A activation; purified bovine MsrA, absorbance read-out; activation, % at 10.6 µM; 360,000 tested, 0.3% active; AID 602163; in the data active means activation above about 7.5%;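 further: 0% = vehicle and 100% = reference activator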
* marks the source's active call; other numbers are inactive results; i = inactive; / = no result given; + = active, no number.

SMILES	MT1-MMP act inh	CendR NRP1 mod	PABP1 MLLE inh	FAS TE block	Neddyl block	Rin1-Abl PPI inh	eLon inh	SKN-1 inh	MsrA act
COc1ccc(/C=N/NC(=O)c2ccc(N(C)S(=O)(=O)c3ccccc3)cc2)c(OC)c1	1	3	6	34	+	1	-4	2	-8
CC1CCCC(C)N1CCCNC(=O)c1cc2c(=O)n(C)c3ccccc3c2n1C (stereo not drawn)	9	-5	-15	-1	i	-1	-9	7	-2
CN(C)C(=S)SCC(=O)NCc1ccc(F)cc1	3	-6	-10	-8	i	3	0	2	-7
N#CC1=C(SCC(N)=O)NC2=C(C(=O)c3ccccc32)C1c1ccc(Cl)cc1 (stereo not drawn)	-3	-7	16	7	i	-3	-3	19	-1
COc1ccc(CCCNC(=O)C2Cc3c(-c4ccc(NC(C)=O)cc4)ccnc3O2)cc1 (stereo not drawn)	2	-5	9	-5	i	3	-12	-2	-2
CC(C)=CCN1CCN(Cc2c[nH]c3ccccc23)CC1CCO (stereo not drawn)	-10	5	13	0	i	1	0	15	-3
Cc1ccnc(NC(=O)c2ccoc2C)c1	-6	4	8	-12	i	-2	3	18	-3
O=c1cc(CN2CCCCCC2)nc2sccn12	-1	-1	17	-7	/	1	5	-1	-4
Nc1ccc(C(=O)OC2CCOC2=O)cc1[N+](=O)[O-] (stereo not drawn)	1	1	0	-8	i	-5	1	7	-5
CCOC(=O)N1CCN(C(=O)C2CCC(CNS(=O)(=O)c3ccccc3)CC2)CC1 (stereo not drawn)	-3	16	-5	-10	i	-1	8	-3	3
COc1ccc(NC(=O)CSCCc2ccccn2)cc1OC	-2	7	8	-3	i	-4	-13	-17	-5
Nc1ccc(-c2cc3ccccc3c(=O)o2)cc1	4	-1	-10	-8	+	-8	-14	13	-2
CCN1C(=O)N[C@@H](c2cccc(F)c2)C(C(C)=O)=C1C	-2	-1	5	-11	i	0	0	-25	-8
O=C1c2ccccc2C(c2nnnn2Cc2ccccc2)N1Cc1ccco1 (stereo not drawn)	4	12	/	-14	i	/	-11	1	-6
Cc1cccc(NC(=S)N(CCCN2CCOCC2)Cc2ccco2)c1	-1	-12	-42	-6	i	1	2	1	0
N=C(N)c1ccc(OCCCCCOc2ccc(C(=N)N)cc2)cc1	3	3	17	/	i	0	-6	11	-5
CN(Cc1ccc(OC(F)F)cc1)C(=O)c1ccc(S(=O)(=O)N(C)c2ccccc2)cc1	-7	-12	2	30	i	0	-4	14	0
CCOCCCn1c(=S)[nH]c2cc3c(cc2c1=O)OCO3	-1	-4	-22	-9	i	3	-7	-1	-4
COc1ccc(C)cc1S(=O)(=O)N(C)CC(=O)Nc1ccccc1	-2	-14	-3	-3	i	3	-4	19	-2
Cc1ccc(NC(=O)C2=C(C(=O)O)CCCC2)cc1F	-1	18	9	-6	i	0	-9	-3	-3
COc1cc2c(cc1OC)C(C(=O)NCCN(C)C)C(c1cccs1)N(C)C2=O (stereo not drawn)	-2	-2	-4	0	i	-2	0	-5	-6
Cc1cccnc1NC(=O)c1ccc(S(=O)(=O)NCc2ccco2)cc1	-2	4	-4	-3	i	-3	-1	6	-1
O=C(Cn1nnc(-c2ccccc2)n1)N/N=C/c1cc([N+](=O)[O-])ccc1O	-7	0	11	-10	i	2	-5	11	-1
Cc1ccccc1NC(=O)CN1CCN(C)CC1	1	3	5	-2	i	2	-12	-8	-2
CC1Cc2cc(S(=O)(=O)NCc3ccccc3)ccc2N1C(=O)C1CCC1 (stereo not drawn)	2	10	15	-3	i	-2	-5	-12	-1
New compounds follow
SMILES	MT1-MMP act inh	CendR NRP1 mod	PABP1 MLLE inh	FAS TE block	Neddyl block	Rin1-Abl PPI inh	eLon inh	SKN-1 inh	MsrA act
Cc1cccc(C2c3[nH]c4ccccc4c3CCN2C(=O)c2cc3c([nH]c2=O)CCCC3)n1 (stereo not drawn)	-2	10	-1	-2	i	-1	-7	6	-1
COc1ccc(CNC(=O)COC(=O)c2ccccn2)cc1	-2	14	-1	-4	i	1	3	2	-2
Cc1ncc(CN2CCN(CCc3ccccc3)C(CCO)C2)s1 (stereo not drawn)	-4	4	9	-3	i	1	-6	2	-1
CCn1c(CC(=O)Nc2ccc(C)cc2)n[nH]c1=S	-2	-5	-12	-2	i	-2	6	2	1
COc1cc2c(cc1NC(=O)/C=C/c1ccc([N+](=O)[O-])cc1)oc1ccccc12	2	-30	19	-6	i	-1	0	4	-2
O=C1c2ccccc2C(c2nnnn2-c2ccc3c(c2)OCCO3)N1CCCn1ccnc1 (stereo not drawn)	1	-16	/	-10	i	/	0	3	-1
Cc1cc(C)cc(Oc2nc(-c3ccccc3)cc(C)c2S(C)(=O)=O)c1	-11	7	9	25	i	3	-16	8	-3
COc1ccc(OC)c(C2C(C(N)=O)=C(C)Nc3nc(CCCO)nn32)c1 (stereo not drawn)	2	-3	-17	-8	i	3	0	-12	-2
COc1ccc(Cn2c(C(F)(F)F)ccc(C(N)=O)c2=O)cc1	-2	7	-7	3	i	-2	13	7	-5
CCOC(=O)c1cnc2cc3c(cn2c1=O)CCCC3	-2	-10	9	-4	+	-2	-12	6	-1
Cc1ccc(-n2c(=S)[nH]c3nc4c(cc3c2=O)COC(C)(C)C4)cc1	-2	-3	14	-12	i	-1	-2	-1	1
Cc1cc(C)c2cc(C(=O)N3CCc4ccccc4C3)[nH]c2c1	7	-6	-15	12	i	-2	7	-10	-2
CCOC(=O)C1CCCCN1Cc1ccc(C(F)(F)F)cc1 (stereo not drawn)	3	24	12	1	i	0	-4	-9	2
COc1ccc(/C=N/NC(=O)CCOc2ccccc2C)cc1OC	-1	-10	-4	0	i	-4	-1	0	-1
CO/N=C(\Cn1ncc(N2CCCC2)c(Cl)c1=O)c1ccc(Cl)cc1	7	-13	-5	10	i	1	-1	-8	-5
CCOC(=O)c1cc2sccc2n1Cc1ccccc1	1	-10	3	23	i	0	-4	24	-13
Oc1c(Br)cc2oc3c(c2c1CNCc1ccccc1)CCCC3	-12	-15	-18	2	i	-2	0	24	-2
NNC(=O)c1ccc(COc2ccc([N+](=O)[O-])cc2)o1	6	5	2	1	i	1	-1	1	-7
CN(CC(=O)Nc1cccc(F)c1)C(=O)c1ccc(C(=O)c2ccccc2)cc1	0	-5	13	4	i	4	5	9	-3
CCN1C(=O)CC(N2CCOCC2)C1=O (stereo not drawn)	-4	10	5	-7	i	0	-7	-3	-2
Cc1cc(S(=O)(=O)NC(=O)[C@H]2O[C@@H](n3cnc4c(N)ncnc43)[C@H](O)[C@@H]2O)ccc1Br	-4	-2	1	-16	i	1	5	4	-3
CC(=O)OC(C#CCN1CCOCC1)c1ccccc1 (stereo not drawn)	4	-12	0	-9	i	0	-4	-12	-5
COc1ccc(CN2CCN(Cc3c[nH]c4ccccc34)CC2CCO)cc1C (stereo not drawn)	/	-3	5	-2	i	3	7	-10	-10
CN(C(=O)COC(=O)c1ccc2c(c1)OCO2)c1c(N)n(Cc2ccccc2)c(=O)[nH]c1=O	-1	7	5	-1	i	1	-2	13	-3
COc1ccc(C(C)(C)C)cc1NS(=O)(=O)c1cccc2cccnc12	-2	-5	-6	22	i	5	-4	-4	1

Arranged by value in MT1-MMP act inh (smallest number first): some entries from above.
| canonical_smiles | MT1-MMP act inh |
| --- | --- |
| CCN1C(=O)CC(N2CCOCC2)C1=O (stereo not drawn) | -4 |
| Cc1cccc(C2c3[nH]c4ccccc4c3CCN2C(=O)c2cc3c([nH]c2=O)CCCC3)n1 (stereo not drawn) | -2 |
| CO/N=C(\Cn1ncc(N2CCCC2)c(Cl)c1=O)c1ccc(Cl)cc1 | 7 |

(continued)
SMILES	MT1-MMP act inh	CendR NRP1 mod	PABP1 MLLE inh	FAS TE block	Neddyl block	Rin1-Abl PPI inh	eLon inh	SKN-1 inh	MsrA act
CCOc1ccc(-c2cn(S(=O)(=O)c3cccc4nsnc34)nc2N)cc1	0	-2	-5	13	i	-3	3	-5	-1
Nc1nc(C(c2ccccc2)c2ccccc2)cs1	-8	-1	-3	0	i	1	-5	7	0
COc1ccc(C2NC(=O)CCC2[N+](=O)[O-])cc1OC (stereo not drawn)	-3	6	5	-2	i	0	-3	3	-2
Cc1cc(N2C(=O)C3CCC(c4ccccc4)CC3C2=O)no1 (stereo not drawn)	1	8	12	-2	i	1	2	4	0
CN1CCN(C(=O)C(Cc2ccccc2)NS(=O)(=O)c2ccc3c(c2)CCC(=O)N3)CC1 (stereo not drawn)	-1	1	4	-5	i	-1	3	-6	-4
C#CCOCCOCCOCCNc1nc(N2CCN(C(=O)[C@H]([C@@H](C)O)n3cc(CCCCN)nn3)CC2)nc(N2CCN(C(=O)[C@H](CCCCN)n3cc(CCCC)nn3)CC2)n1	-2	-1	-4	0	i	4	5	-3	-1
Cc1cc(NC(=O)CN2C(=O)NC(C)(CCc3ccccc3)C2=O)no1 (stereo not drawn)	3	-19	10	-1	i	3	-1	-6	0
O=C(O)c1ccc(S(=O)(=O)NCC2CCCCC2)cc1	0	-2	5	0	i	3	-9	6	0
CCN(CC)S(=O)(=O)c1ccc(N2CCOCC2)c(C(=O)O)c1	1	3	10	-1	i	2	-3	6	-3
CCN(CC1CCCN(CCc2cccc(F)c2)C1)C(=O)c1ccc(CSC)o1 (stereo not drawn)	-4	-6	-4	-2	i	-1	-19	13	-1
NC(c1csc(Nc2ccccn2)n1)c1ccccc1Cl (stereo not drawn)	2	-3	11	-4	i	-3	6	-4	0
Cc1c(CN2CCc3c([nH]c4ccccc34)C2CC(C)C)cnn1C (stereo not drawn)	-2	0	-2	-5	i	0	4	6	-7
CCN(CC)C(=O)CC(c1cc(OC)c(OC)c(OC)c1)c1c(OC)cc(OC)c2c(-c3ccccc3)cc(=O)oc12 (stereo not drawn)	4	15	-3	13	i	0	-11	-17	0
C/C(=N\NC(=O)CNC(=O)c1ccc2c(c1)OCO2)c1ccco1	2	11	-4	-8	i	0	-2	-2	-3
Cc1cc(C)n(C(=O)CNc2ccc(C)c(C)c2)n1	-3	-2	5	1	i	-5	-7	18	-7
CC(C)CN(C(=O)CSc1nncs1)c1c(N)n(CC(C)C)c(=O)[nH]c1=O	-1	-3	-24	-7	i	2	10	-4	0
Cc1ccc(S(=O)(=O)N(C)CC(=O)Nc2ccncc2)cc1	3	11	3	-8	i	1	-2	13	4
O=C1c2ccccc2-c2onc3ccc(N4CCCC4)c1c23	-9	128	i	-35	i	-18	160*	68	-8
COC(=O)c1cc2occc2n1CC(=O)Nc1cc(OC)cc(OC)c1	0	1	0	-3	i	-1	-3	0	-10
CC(=O)Nc1ccc(C(=O)N/N=C/c2cccnc2)cc1	0	-1	-1	-9	i	1	-3	-3	-10
CN(C)S(=O)(=O)c1ccc(Oc2ccc(S(=O)(=O)N(C)C)cc2)cc1	-9	7	2	6	i	-1	-4	-20	2
CCn1c(=S)ccc2ccc(OC)cc21	3	-6	-30	22	i	-3	0	2	-3
CSCCC(C(=O)OCC(=O)c1ccc(C)c(C)c1)N1C(=O)c2ccccc2C1=O (stereo not drawn)	-1	-5	15	24	i	-1	1	-4	-1
Cc1noc(C)c1COc1ccc(C(=O)OCC(=O)NCc2ccccc2Cl)cc1	2	-9	8	1	i	0	-1	15	-1
c1ccc(Nc2nc(-c3cccnc3)cs2)nc1	-5	7	7	-7	i	-2	1	15	-3
C=CCN(CC=C)S(=O)(=O)c1ccc(C(=O)Nc2nnc(CSC)o2)cc1	0	-5	4	2	i	-1	5	2	-2

Just FAS TE block and Rin1-Abl PPI inh (two entries from above):
compound	FAS TE block	Rin1-Abl PPI inh
CN(C)S(=O)(=O)c1ccc(Oc2ccc(S(=O)(=O)N(C)C)cc2)cc1	6	-1
CCn1c(=S)ccc2ccc(OC)cc21	22	-3

Assay outcomes (PubChem BioAssay)
